LDHA block – blocks human lactate dehydrogenase A; P00338; purified LDHA, NADH/diaphorase-resazurin fluorescence; active compounds read low; activity change, % (values are at about 110 or 230 µM); actives 0.15% (n = 480,000); AID 1347041; in the data active = activity change below about -30%; inconclusive = mostly about -25% to -30%;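 note: plate controls were DMSO wells for no effect and wells without enzyme for full effect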
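Resorufin fluorescence (ex540/em590), read at 0 and 20 min after diaphorase/resazurin addition, reports the NADH left after a 5 min room-temperature reaction of 2 nM human LDH5 with 0.06 mM NADH and 0.2 mM pyruvate.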
IDH1 R132H inh – human IDH1 R132H inhibition; IDH1-R132H enzyme, NADPH consumption, diaphorase/resazurin fluorescence; Potency, µM (titrated, usually from 76.6 µM), without a hit: at the top dose activity change, negative = inhibition, hits mostly inhibitors; actives 0.093% (n = 390,000); AID 602179; note: potency is the fitted concentration of half-maximal effect; % is set by controls: 0 for no effect and ±100 for the full control effect; nearly all actives have a fitted effect of over 65% in size
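IDH1-R132H (0.5 ug/mL dispensed) in pH 7.5 Tris buffer was preincubated 30 min with compound, then given a substrate mix of 0.016 mM NADPH and 2 mM alpha-KG for 80 min at room temperature; remaining NADPH was read by diaphorase/resazurin fluorescence.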
GRP78 ERSR act – inducers of ER stress response in human glioma cells; AID 602332; actives 0.02% (n = 420,000); U87-MG GRP78 promoter luciferase reporter, 16 h; Potency, µM, for the others: at the highest dose activation, hits mostly activators; note: potency is the fitted concentration of half-maximal effect; series mostly up to about 76 µM; % of control where 0% means no effect; nearly all actives have a fitted effect of over 35% in size
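Stably transfected U87-MG glioma cells carrying a GRP78-based luciferase sensor; 16 h compound incubation. Luminescence end-point read 10 min after Bright-Glo addition at room temperature.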
TrxR1 inh – blocks rat thioredoxin reductase 1; O89049; recombinant rTrxR1, NADPH fluorescence consumption, selenite substrate; Potency, µM (highest dose often 114 µM), for inactives: at the highest dose activity change, negative = inhibition, most hits filed as inhibitors; actives 1% (n = 390,000); note: potency is the fitted concentration of half-maximal effect; % is set by controls: 0 for no effect and ±100 for the full control effect; nearly all actives have a fitted effect of over 65% in size
Target sequence (O89049 whole entry, looked up): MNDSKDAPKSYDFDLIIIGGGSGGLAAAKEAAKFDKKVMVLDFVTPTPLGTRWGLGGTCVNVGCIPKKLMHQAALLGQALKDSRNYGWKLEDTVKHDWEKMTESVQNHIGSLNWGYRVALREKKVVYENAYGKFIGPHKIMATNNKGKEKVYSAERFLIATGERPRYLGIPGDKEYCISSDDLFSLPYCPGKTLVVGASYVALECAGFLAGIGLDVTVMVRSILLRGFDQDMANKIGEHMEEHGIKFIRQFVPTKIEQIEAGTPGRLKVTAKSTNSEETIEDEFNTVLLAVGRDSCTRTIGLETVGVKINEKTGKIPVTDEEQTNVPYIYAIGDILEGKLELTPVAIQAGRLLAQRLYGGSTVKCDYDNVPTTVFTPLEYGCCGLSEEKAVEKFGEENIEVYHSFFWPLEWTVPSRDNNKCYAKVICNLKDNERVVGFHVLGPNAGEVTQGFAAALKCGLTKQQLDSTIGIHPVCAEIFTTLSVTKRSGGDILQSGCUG
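Rat TrxR1 (90 nM in the dispensed reagent) was pre-reduced with 400 uM NADPH for 5 min at room temperature, then incubated with compound for 15 min. After 400 uM selenite was added, NADPH fluorescence (Ex 340/Em 450 nm) was followed for 8 min.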
Vif-APOBEC3G blk – Vif-A3G binding inhibition | Q9HC16 | HeLa A3G-eYFP + Vif (tagged APOBEC3G with the HIV-1 protein that degrades it), YFP fluorescence, overnight | actives 0.076% (n = 410,000) | Potency, µM (highest dose often 46.1 µM), without a hit: at the top dose activity, negative = active, actives largely listed as inhibitors;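 note: potency is the fitted concentration of half-maximal effect; % is set by controls: 0 for no effect and ±100 for the full control effect; nearly all actives have a fitted effect of over 60% in size; hits raise eYFP signal because A3G escapes Vif-driven loss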
Target sequence (Q9HC16 whole entry, looked up): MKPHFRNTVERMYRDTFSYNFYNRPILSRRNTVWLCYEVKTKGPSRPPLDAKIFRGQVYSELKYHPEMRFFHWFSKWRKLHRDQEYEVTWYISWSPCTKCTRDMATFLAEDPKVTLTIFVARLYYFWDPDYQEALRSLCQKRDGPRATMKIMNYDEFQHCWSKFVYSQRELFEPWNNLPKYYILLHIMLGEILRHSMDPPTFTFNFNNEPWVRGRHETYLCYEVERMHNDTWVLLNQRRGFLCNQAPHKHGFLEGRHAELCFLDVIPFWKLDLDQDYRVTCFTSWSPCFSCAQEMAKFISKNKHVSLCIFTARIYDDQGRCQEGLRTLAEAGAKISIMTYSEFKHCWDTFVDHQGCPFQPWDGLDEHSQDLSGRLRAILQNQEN
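HeLa cells stably expressing Vif and C-terminally eYFP-tagged A3G, seeded overnight at 37 deg C, then exposed to compound by pintool overnight at 37 deg C. Rise in yellow fluorescence (Ex 488/Em 500-530, Acumen) marks blocked Vif-driven A3G degradation.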
TrxR1 substrate – rat thioredoxin reductase 1 substrate activity | purified TrxR1 substrate turnover, NADPH consumption readout | actives 0.01% (n = 390,000) | O89049 | Potency, µM (titrated, usually from 114 µM), for the others: top-dose activity change, negative = substrate turnover; note: potency is the fitted concentration of half-maximal effect; % is set by controls: 0 for no effect and ±100 for the full control effect; nearly all actives have a fitted effect of over 50% in size
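Rat TrxR1, dispensed at 90 nM, was prereduced with 400 uM NADPH (final) for 5 min at ~22 deg C, then incubated with compound 15 min before 400 uM selenite. A first-read NADPH fluorescence drop versus no-compound background flagged substrates.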
Vif-A3F inh – Vif-A3F binding inhibition | HeLa A3F-eYFP + Vif (tagged APOBEC3F with the HIV-1 protein that degrades it), YFP fluorescence increase | Potency, µM (highest dose often 46.1 µM), without a hit: at the top dose activity, negative = active | actives 0.2% (n = 390,000) | AID 602313; note: potency is the fitted concentration of half-maximal effect; % of control where 0% means no effect; nearly all actives have a fitted effect of over 65% in size
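Fluorescence increase (Ex 488/Em 500-530) after overnight compound treatment at 37 deg C flags inhibition of Vif-driven A3F-eYFP loss in stable HeLa A3F-eYFP/Vif cells seeded overnight beforehand.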
RGS4 inhibitor – inhibitors of human regulator of G protein signaling 4 | P49798 | Transcreener GDP fluorescence polarization, RGS4-accelerated GTP hydrolysis | Potency, µM (titrated, usually from 114 µM), for the others: at the top dose activity change, negative = inhibition, usual class: inhibitors | actives 0.039% (n = 390,000) | AID 504845; note: potency is the fitted concentration of half-maximal effect; % is set by controls: 0 for no effect and ±100 for the full control effect; nearly all actives have a fitted effect of over 75% in size; some results filed as inactive show a strong effect at the top dose
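MLSMR compounds (23 nl, pin-transferred) preincubated 10 min at room temperature with a 500nM (2x) first reagent, then RGS4 at 900nM (2x) plus Transcreener GDP mix added; fluorescence polarization (620/688 nm) read before and after 90 min at 30 °C.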
USP1 inh – USP1/UAF1 (human) deubiquitinase inhibition; recombinant USP1/UAF1, Ub-Rhodamine cleavage fluorescence; Potency, µM (titrated, usually from 57.1 µM), inactives show top-dose activity change, negative = inhibition, hits mostly inhibitors; actives 0.23% (n = 390,000); AID 743255; note: potency is the fitted concentration of half-maximal effect; % is set by controls: 0 for no effect and ±100 for the full control effect; nearly all actives have a fitted effect of over 60% in size; inactives centre near -12
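Step one: compound is pinned into 1nM USP1/UAF1 in HEPES pH 7.8 buffer with TCEP. Step two: 15 min room-temperature incubation. Step three: Ub-Rho (150nM final) starts cleavage, tracked by fluorescence over six one-minute reads.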
* = called active by the depositor; ? = inconclusive; · = no result given; & = joins results of further samples; [ ] = remark or other dose. Unless noted, calls come from the whole dose curve; as a rule, active = well fitted curve in the direction sought with a large enough effect; inconclusive = small, poorly fitted or top-dose-only effect, or another doubt; inactive = no such curve, though single readings can be large; an effect the other way counts as inactive or inconclusive.

| Molecule | TrxR1 inh | TrxR1 substrate | USP1 inh | IDH1 R132H inh | RGS4 inhibitor | Vif-APOBEC3G blk | GRP78 ERSR act | LDHA block | Vif-A3F inh |
| --- | --- | --- | --- | --- | --- | --- | --- | --- | --- |
| COc1ccccc1N1CCN(S(=O)(=O)c2cc(C(=O)Nc3ccc(Oc4ccccc4)cc3)ccc2F)CC1 | 21%[57.1 µM] | -3%[57.1 µM] | ? | 4% | 18% | 8% | -3% | 5 | 0% |
| COc1cc(C(F)(F)F)c(C(=O)N(C)Cc2cccc(Cl)c2)cn1 | 12%[57.1 µM] | 5%[57.1 µM] | -3% | 5% | -7% | 1% | -3% | 3 | -1% |
| O=C(Nc1nc2ccc(S(=O)(=O)N3CCCCC3)cc2s1)c1ccncc1 | -10% | -8% | -13% | -1% | -16% | 1% | -5% | 0 | · |
| O=C(Nc1cccnc1)OCc1ccccc1 | 20%[57.1 µM] | 10%[57.1 µM] | -28% | 1% | -52% | 0% | 6% | 1 | 0% |
| Cc1ccc(S(=O)(=O)N2CC=C(c3c(C)n(CC(=O)N4CCCC4)c4ccccc34)CC2)cc1C | 18%[0.457 µM] | 11% | -18% | 13% | -3% | -3% | -1% | -5 | -6% |
| Cc1ccc(C(=O)Nc2nc(-c3ccco3)c(-c3ccco3)s2)o1 | 25µM* | -7% | -10% | -3% | ? | -11% | 2% | 0 | ? |
| CCOC(=O)c1ccccc1NC(=O)COC(=O)c1ccccc1C(=O)N(C)c1ccccc1 | -1% | -10% | -11% | -8% | 27% | 0% | -5% | -2 | -13% |
| COc1cc(C(=O)Nc2ccc(O)cc2)ccc1OC(C)=O | -7%[57.1 µM] | 2%[57.1 µM] | -4% | 14% | 10% | 3% | -3% | -6 | 2% |
| C=C(C(=O)c1ccccc1)C(C)CC(=O)c1ccccc1 (stereo not drawn) | 22%[11.4 µM] | 13%[11.4 µM] | -10% | -7% | ? | ? | -11% | -7 | 0% |
| C/C(CC(=O)Nc1ccc(N(C)C)cc1)=N\NC(=O)c1ccc(Cl)cc1Cl | 3%[57.1 µM] | -7% | -20% | 9% | -30% | -2% | -4% | 9 | -4% |
| CC(=O)NCCn1c(SCC(=O)NC2CCCCC2)nc2ccccc2c1=O | -5%[57.1 µM] | -5% | 2% | 1% | 19% | 4% | -1% | -4 | ? |
| CCN(CC)CCNC(=O)c1ccc(NC(=O)c2c(F)cccc2Cl)cc1 | 8%[57.1 µM] | 1%[57.1 µM] | -10% | 2% | 17% | -1% | 2% | -1 | 7% |
| CCCOc1cccc(C(=O)N2CCN(C(=O)C3CCCO3)CC2)c1 (stereo not drawn) | -9% | -9% | -4% | 1% | 14% | 1% | -3% | -13 | -7% |
| COC(=O)c1ccccc1NC(=O)c1ccc(-c2ccc(Br)cc2)o1 | 14%[57.1 µM] | 15% | -6% | -1% | 3% | -27% | 4% | -3 | -3% |
| CCCCn1c(SCc2nc(N)nc(Nc3ccccc3C)n2)nc2ccccc2c1=O | 11%[57.1 µM] | 2% | -8% | 1% | 11% | -11% | -2% | -5 | -3% |
| CC1=C(C(=O)N(C)C)CC(CC(=O)NCCCN(C)C)C(=O)N1Cc1ccc(C(C)(C)C)cc1 (stereo not drawn) | · | · | -11% | 2% | · | 1% | -2% | -1 | -1% |
| CCn1ccc2c(OCC(=O)NCc3ccc(C)cc3)cccc2c1=O | 18%[57.1 µM] | 8%[57.1 µM] | -29% | -1% | 7% | -4% | 0% | -2 | -6% |
| O=C1c2ccccc2C(=O)N1CCCCON1C(=O)c2ccccc2C1=O | 7% | -4% | -6% | -4% | -2% | -3% | 0% | -1 | -9% |
| O=C(c1ccccc1Br)N1CCc2c([nH]c3ccccc23)C1 | 25% | 4% | -16% | 9% | -17% | -6% | -5% | 0 | 2% |
| COCCNC(=O)C(=O)Nc1cc2c3c(c1)C(C)C(=O)N3CCC2 (stereo not drawn) | 2% | -6% | -20% | -3% | -14% | 0% | -5% | 1 | -3% |
| O=C(Nc1cccc([N+](=O)[O-])c1)Nc1cccs1 | 2% | -10% | -16% | -3% | 5% | -1% | -1% | -7 | 6% |
| COc1cccc(NC(=O)c2nnn(Cc3ccc(Br)cc3F)c2N)c1 | 12%[57.1 µM] | 9%[57.1 µM] | ? | -5% | -3% | -2% | 1% | -8 | 1% |
| O=C(Nc1ccccc1C(F)(F)F)Nc1cccc2ccccc12 | 29% | 13% | -18% | 4% | -25% | 2% | -1% | 4 | -1% |
| Cc1ccc2nc(-c3ccccn3)c(Nc3ccc(F)cc3)n2c1 | 1% | -8% | -8% | -16% | 20% | 7% | -1% | 4 | ? |
| Cc1ccc(S(=O)(=O)N2CCOCC2)cc1NS(=O)(=O)c1ccc(F)c(F)c1 | 27% | 3% | -6% | 3% | 8% | -6% | 0% | -11 | 1% |
| Oc1ccccc1-n1nc2ccc3nonc3c2n1 | -13% | -8% | 0% | -7% | 18% | -8% | 4% | -9 | -11% |
| CSc1ccc(S(=O)(=O)NCc2ccccc2)cc1 | 9% | 3% | -5% | 5% | -5% | 0% | 0% | 1 | -10% |
| CCOC(=O)CN1C(=O)N(c2ccccc2OC)S(=O)(=O)c2ccccc21 | 21% | 10% | -28% | 23% | 9% | -6% | -1% | -4 | -3% |
| COCCNc1nc(-c2cc(-c3ccccc3)on2)cc(C(C)C)n1 | 17% | 11% | -18% | -2% | 7% | 1% | -4% | 0 | 4% |
| O=C(Cc1ccc(Br)cc1)N/N=C/c1cccnc1 | 30% | 4% | -12% | 9% | -4% | -5% | -3% | -5 | -2% |
| CC(OC(=O)Cn1cnc2ccccc2c1=O)C(=O)N(C)c1ccccc1 (stereo not drawn) | -4% | -8% | -8% | 1% | -1% | 2% | -4% | -5 | -23% |
| Cc1ccc2cc3cc(C(=O)NCCCN4CC(C)CC(C)C4)oc3nc2c1 (stereo not drawn) | ? | 91%[activator] | -15% | 8% | -9% | 1% | -4% | -1 | 5% |
| O=C(CNC(=S)N(Cc1ccccc1)Cc1cccnc1)NC1CCCC1 | 3% | -2% | 2% | -2% | 3% | -2% | -5% | -1 | 2% |
| CCCCCc1c2c(cc(O)c1C(=O)O)OC(=O)c1c(cc(OC)cc1C(=O)CCCC)O2 | 0%[57.1 µM] | 3%[57.1 µM] | ? | ? | -40% | ? | ? | -5 | 0% |
| Cn1c(=N)n(CC(=O)c2cccs2)c2ccccc21 | 14% | 8% | ? | 3% | 18% | 2% | -1% | -3 | -13% |
| CCOC(=O)C1CCN(C(=O)c2cc3c(ccc4ccccc43)o2)CC1 | -11% | -7% | -6% | -1% | -2% | 1% | -4% | -4 | 3% |
| CCN(Cc1ccccc1)Cc1nc(CCc2ccccc2)no1 | 10% | -2% | -24% | 5% | 5% | 2% | -3% | -1 | -12% |
| CCC1=C(C)CN(C(=O)NCCc2ccc(S(=O)(=O)NC(=O)NC3CCC(C)CC3)cc2)C1=O (stereo not drawn) | 29% | 5% | -22% | -12% | 9% | -1% | -1%&0%&-3%&-5% | -12 | 5% |
| O=C(NCc1ccccc1)C(C(=O)c1ccc(F)cc1)n1ccccc1=O (stereo not drawn) | -17% | -3% | -3% | 5% | -1% | -7% | -4% | 23 | 0% |
| Cc1c(S(=O)(=O)NC(C)c2ccccc2)c(=O)n(C)c(=O)n1C (stereo not drawn) | -4% | -5% | 0% | 1% | 9% | 0% | -6% | -5 | -6% |
| S=C(NCCc1ccccc1)NCc1cccc(Cl)c1 | 11% | -5% | -21% | 18% | -3% | 0% | ? | 1 | ? |
| COc1cc(C)ccc1OCC(=O)NCC1CCCO1 (stereo not drawn) | 3% | 2% | -4% | -2% | 7% | -1% | -1% | -6 | 1% |

The list is partial; the hit share may differ from the screen's.
